KCNQ2 inh = KCNQ2 potassium channel inhibitors, primary screen, cell-based, CHO-K1, FluxOR thallium flux, B-score (AID 2156); 1.1% of 310,000 active; 20 min; stronger effect = lower value; B-score at 10 µM; Potassium voltage-gated channel subfamily KQT member 2 (Rattus norvegicus), O88943;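 active = fluorescence ratio B-score at most minus 3 library SDs, with starting brightness B-score within 2 library SDs, cut at about -5.5 in these data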
Target sequence (O88943 whole entry, looked up): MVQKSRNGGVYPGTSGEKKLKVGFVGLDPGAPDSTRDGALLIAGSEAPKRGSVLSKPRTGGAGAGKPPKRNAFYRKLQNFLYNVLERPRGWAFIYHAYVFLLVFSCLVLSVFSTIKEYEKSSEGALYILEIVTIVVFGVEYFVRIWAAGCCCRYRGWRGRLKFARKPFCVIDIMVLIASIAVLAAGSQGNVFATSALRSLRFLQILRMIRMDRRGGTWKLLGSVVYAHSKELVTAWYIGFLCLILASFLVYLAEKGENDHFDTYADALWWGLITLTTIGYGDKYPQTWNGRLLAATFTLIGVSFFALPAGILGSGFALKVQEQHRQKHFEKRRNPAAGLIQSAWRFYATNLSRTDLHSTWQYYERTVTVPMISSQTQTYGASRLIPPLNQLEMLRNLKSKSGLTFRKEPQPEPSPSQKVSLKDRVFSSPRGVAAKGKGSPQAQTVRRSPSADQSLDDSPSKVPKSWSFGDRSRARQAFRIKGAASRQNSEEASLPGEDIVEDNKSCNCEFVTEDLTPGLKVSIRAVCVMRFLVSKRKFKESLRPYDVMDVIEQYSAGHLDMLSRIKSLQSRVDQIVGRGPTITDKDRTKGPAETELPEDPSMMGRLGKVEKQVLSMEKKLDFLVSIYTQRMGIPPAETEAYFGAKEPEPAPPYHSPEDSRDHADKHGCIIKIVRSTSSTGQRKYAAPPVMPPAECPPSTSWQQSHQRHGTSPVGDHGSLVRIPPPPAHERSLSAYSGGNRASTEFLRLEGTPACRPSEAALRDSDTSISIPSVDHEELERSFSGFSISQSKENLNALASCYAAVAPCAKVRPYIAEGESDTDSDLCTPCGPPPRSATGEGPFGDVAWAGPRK
Kir21 inh = inhibitors of mouse Kir2.1 inward-rectifier potassium channel; Inward rectifier potassium channel 2 (Mus musculus), P35561; HEK293-Kir2.1, FluxOR thallium flux fluorescence; stronger effect = lower value; B-score at 10 µM; 0.85% of 310,000 active; AID 1672, 2009;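 active = fluorescence ratio B-score at or below minus 3 SD of library scores, with starting-brightness B-score within 2 SD, cut at about -4.2 in these data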;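 note: channel flux triggered by added potassium and thallium sulfate stimulus; B-score of peak minus minimum fluorescence over baseline after thallium stimulus; more negative B-score means stronger Kir2.1 block with less thallium influx; some compounds called inactive have numbers as strong as hits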
Starred values were filed as active, the others as inactive; i = inactive.

KCNQ2 inh | Kir21 inh | mol
i | 0.85 | CSc1cccc(NC(=O)C2CCCN(S(=O)(=O)c3ccc(F)cc3)C2)c1 (stereo unspecified)
i | 0.7 | O=C1N/C(=N\N=C\c2cccs2)SC1Cc1ccc(Cl)cc1Cl (stereo unspecified)
i | 0.73 | O=C(Nc1ccc(NS(=O)(=O)c2ccccc2)cc1)c1ccccc1
i | 1.9 | CCCn1c(Nc2ccc(Cl)cc2)nc2ccccc21
i | 0.01 | O=C(O)c1ccccc1NC(=O)N1CCOCC1
i | 0.15 | O=C(O)CC(=O)Nc1ccccc1C(=O)O
i | 0.09 | Cc1ccc(OCC(=O)Nc2ccc(N3CCN(C(=O)c4ccco4)CC3)cc2)cc1C
i | 0.53 | CC1CC(C)CN(C(=O)c2ccncc2)C1 (stereo unspecified)
i | -0.27 | CN=CC1=C(O)c2ccccc2C1=O
-5.8* | 0.73 | CC(=O)c1c(C)[nH]c(C(=O)NNC(=O)COc2ccc(Cl)cc2C)c1C
i | 0.77 | O=C(O)CSc1cc(NS(=O)(=O)c2ccc(Cl)cc2)c2ccccc2c1O
i | -1.6 | COc1ccc(CN(C)C(=O)CNC(=O)c2ccc3ccccc3c2)c(OC)c1
i | 1 | CC(=O)N1CCN=C1SCc1ccc(C)cc1
i | -0.32 | CNC(=O)c1ccc(-n2nc(C)cc2-c2ccccc2)cc1
i | -0.49 | Cc1ccc(S(=O)(=O)N(C)S(=O)(=O)c2ccc(C)cc2)cc1
i | -1.9 | CCNC(=S)N1CCN(CCN=CC2=C(O)CC(C)(C)CC2=O)CC1
i | 1.6 | Cc1c(O)ccc(/C(Cc2ccc3ccccc3n2)=N\O)c1O
i | 0.24 | Cc1oc(-c2cc(F)ccc2F)nc1CN1CCN(c2ncnc3ccccc23)CC1
i | -1.6 | O=C1/C(=C/c2cccnc2)Sc2ccccc21
i | -0.47 | COc1ccc(CC2(CO)CCN(Cc3ccncc3)CC2)cc1
i | 0.55 | CCOC(=O)C1=C(c2ccccc2)O/C(=C(\C(=O)OC)C(F)(F)F)S1
i | 0.15 | COc1ccc(C2=NN(c3ccccc3)C(c3ccc(OC)c(OC)c3)C2)cc1 (stereo unspecified)
i | -1.5 | COc1ccc(CCNC(=O)C2CCN(C(=O)c3ccc(Cl)cc3)CC2)cc1OC
i | -0.24 | COc1cc(NS(=O)(=O)c2ccc(NC(=O)c3ccc(S(=O)(=O)N4CCCCC4)cc3)cc2)ncn1
i | 0.54 | CCOc1ccc(-n2ccnc2)nn1
i | -0.54 | Fc1ccc2nc3n(c2c1F)CCCCCC3
i | -1.2 | CCCCN1CCCC1CNC(=O)c1cc(C#N)c2ccccc2c1OC (stereo unspecified)
i | 1.1 | NS(=O)(=O)c1ccc(CCNC(=O)c2ccc3c(c2)OCO3)cc1
i | -0.01 | O=C(Nc1ccccc1)N(Cc1ccc2c(c1)OCO2)Cc1nc2ccccc2c(=O)[nH]1
i | -0.04 | C=CCNC(=S)NNC(=O)c1cccn(Cc2ccc(Cl)c(Cl)c2)c1=O
i | -2.5 | COC(=O)c1c(C)[nH]c(C(=O)COC(=O)Cc2ccc3c(c2)OCCO3)c1C
i | 0.38 | NS(=O)(=O)c1ccc(CNC(=O)c2ccc(NS(=O)(=O)c3ccc4[nH]c(=O)[nH]c4c3)cc2)cc1
i | 0.46 | COCC(C)n1c(COc2ccccc2F)nnc1SCc1c(C)noc1C (stereo unspecified)
i | 0.01 | CCOc1c2ccc(C(=O)NCc3ccc(OC(F)(F)F)cc3)cc2nn1C
i | -0.83 | CCOC(=O)N1CCN(S(=O)(=O)c2ccc(OC)c(Cl)c2)CC1
i | 0.19 | CCCNC(=O)c1ccc(N2CCC3(CC2)CC(c2ccccc2)=NO3)c([N+](=O)[O-])c1
i | -1.3 | CCOC(=O)c1ccc(N2C(=O)CC(SCC(=O)Nc3ccc(S(N)(=O)=O)cc3)C2=O)cc1 (stereo unspecified)
i | -0.62 | COc1cccc(-c2nc(CS(=O)(=O)CC(=O)N3CCOCC3)c(C)o2)c1
i | -0.02 | COc1ccccc1NC(=O)CN1C(=O)COc2ccc(S(=O)(=O)N3CCCCCC3)cc21
i | -1.4 | Cc1ccc(C(=O)COC(=O)c2c(C)cc(=O)oc2C)cc1[N+](=O)[O-]

Grouped by structure: those above containing a nitro group on carbon (2)
KCNQ2 inh | Kir21 inh | mol
i | 0.19 | CCCNC(=O)c1ccc(N2CCC3(CC2)CC(c2ccccc2)=NO3)c([N+](=O)[O-])c1
i | -1.4 | Cc1ccc(C(=O)COC(=O)c2c(C)cc(=O)oc2C)cc1[N+](=O)[O-]

Going on with the list.
KCNQ2 inh | Kir21 inh | mol
i | -0.05 | Cc1sc2ncnc(Oc3ccc(-n4ccnc4)cc3)c2c1C
i | -1.8 | O=C(O)c1cccc(N/N=C/c2ccc(OC(F)(F)F)cc2)c1
i | 0.06 | COc1cc(OC)cc(C(=O)N[C@H](C(=O)NCCc2ccc(S(N)(=O)=O)cc2)C(C)C)c1
i | 1.2 | CCN(CC)c1ccc(-c2n[nH]c(=S)n2-c2ccccc2)cc1
i | -0.04 | Cc1ccccc1/C=N/n1c(-c2ccccn2)n[nH]c1=S
i | 0.67 | COc1cc(C(=O)N/N=C/c2ccsc2C)cc(OC)c1OC
i | -0.06 | C=CCn1c(=O)/c(=C2/Sc3cc(OC)ccc3N2C)s/c1=C1\C(=O)N(CC)C(=S)N1C
i | -0.46 | COc1cccc(N=Nc2ccc(O)c3ncccc23)c1
i | 0.95 | Cc1ccccc1OC(=O)CCC(=O)OCCCC(F)(F)C(F)(F)F
i | 0.98 | CNC(=S)N1N=C(c2ccc(C)cc2)CC1c1ccc(Br)cc1 (stereo unspecified)
i | -0.44 | O=C(NCCS(=O)(=O)N1CCN(c2ccccc2F)CC1)c1ccc(Br)o1
i | 1.2 | O=C(O)c1ccc(S(=O)(=O)N(Cc2cccs2)CC2CCCO2)cc1 (stereo unspecified)
i | -0.97 | COc1ccc(CCNC(=O)CSc2nncn2N)cc1OC
i | -0.1 | CCc1nn(C(CC)C(=O)NCCc2ccc(OC)cc2OC)c(=O)c2cc3occc3n12 (stereo unspecified)
i | -0.46 | Cc1ccc(-c2nc(S(=O)(=O)c3ccc(C)cc3)c(SCC(=O)NCC3CCCO3)o2)cc1 (stereo unspecified)
i | 1.1 | O=C(CN(C(=O)c1csnn1)c1ccc(Cl)cc1)NCCc1ccccc1
i | 0.84 | CCOC(=O)C(=O)Nc1cc(C)on1
i | -1.4 | CC(=O)/C(=N/Nc1ccccc1C)N1CCOCC1
i | 2.5 | COc1ccc(/C=N/n2cnn(Cc3ccccc3Cl)c2=S)cc1OC
i | -0.64 | O=C(NCC(=O)N(c1ccc(Cl)cc1)C(C(=O)NC1CCCC1)c1cccnc1)c1ccco1 (stereo unspecified)

Complete entries from above. Screens in order: KCNQ2 inh | Kir21 inh
Profile of COc1ccc(CN(C)C(=O)CNC(=O)c2ccc3ccccc3c2)c(OC)c1 : i | -1.6
Profile of Cc1oc(-c2cc(F)ccc2F)nc1CN1CCN(c2ncnc3ccccc23)CC1 : i | 0.24

Next compounds:
KCNQ2 inh | Kir21 inh | mol
i | 2.1 | C/C(=N\OC(=O)c1ccc(C)cc1)c1sc(C)nc1C
i | -0.6 | O=C(CCNS(=O)(=O)c1ccc(Br)s1)NCc1ccccc1Cl
i | -0.5 | CSc1ccc(CN2CCN(CC=C(C)C)C(CCO)C2)cc1 (stereo unspecified)
i | -1.3 | Cc1cccc(N2CCN(C(=O)COc3ccc4c(c3)CCC4)CC2)c1C
i | -0.4 | CC(C)NC(=S)NN(c1ccccc1)c1ccccc1
i | -0.41 | CCOC(=O)c1cc2sccc2n1CC(=O)c1ccc2c(c1)OCCO2
i | 1.1 | O=Cc1ccc(OCc2ccccn2)cc1
i | -0.02 | COc1ccc(CCn2c(C)cc(C(=O)COC(=O)c3cnccn3)c2C)cc1
i | 0.48 | COc1ccc(-c2cc(C(F)(F)F)nc(SCC(N)=O)n2)cc1
i | 2.5 | CCOC(=O)C1CCN(CCC(=O)Nc2ccc(F)cc2)CC1
i | 0.08 | CCc1cc(C(=O)OC)c(NC(=O)CCCC(=O)O)s1
i | -0.64 | CCOC(=O)C1=C(C)Nc2sc(C(=O)c3ccc(OC)cc3)c(N)c2C1c1ccc(C(=O)OC)cc1 (stereo unspecified)
i | 0.08 | N/C(COc1ccc(Cl)cc1)=N\NS(=O)(=O)c1ccccc1
i | -0.98 | N#CC1(C#N)[C@@H](C(=O)C23CC4CC(CC(C4)C2)C3)C12CCOCC2
i | 2.6 | O=C(Nc1ccc(OCc2ccccc2Cl)cc1)c1cccnc1
i | -0.17 | Nc1nc(-c2ccccc2)cn1N
i | 1.7 | O=C(c1cccc(S(=O)(=O)N2CCOCC2)c1)N1CCCC(C(F)(F)F)C1 (stereo unspecified)
i | -1.1 | Cc1nc(N)nc(N/N=C/c2ccccc2)n1
i | 0.01 | O=C(c1ccccc1)N(Cc1nc2ccccc2c(=O)[nH]1)C1CCCC1
i | -3 | COc1cccc(C(=O)NCCSc2ccc(C)cc2)c1
i | 0.19 | CCc1cc(C(=O)N2CCCC(CNC(=O)c3ccc(-c4ccccc4)cc3)C2)no1 (stereo unspecified)
i | -0.01 | Cc1ccc(-n2cccn2)c([C@@H]2C[C@H]3CN(C)C(=O)[C@]34CCCN24)c1
i | -1 | COc1ccc(Cc2nnc(-c3ccccc3)o2)cc1
i | 1 | Cc1ccccc1CS(=O)(=O)CC1(O)CCN(C(=O)c2cccc(C(F)(F)F)c2)CC1
i | 0.88 | CSCC(C)N1CCC(CO)(CCc2ccccc2)CC1 (stereo unspecified)
i | 1 | O=C(O)CC(SCC(=O)Nc1ccc(Cl)c(S(=O)(=O)N2CCOCC2)c1)C(=O)O (stereo unspecified)
i | -0.54 | CCCCc1n[nH]c2c1C(=O)CC(C)(C)C2
i | -1.2 | C=CCc1ccccc1OCC(O)CNC(=O)c1ccccc1C(=O)O (stereo unspecified)
i | -0.27 | CN(CCc1ccccn1)C(=O)CC1C(=O)NCCN1Cc1cccc(F)c1 (stereo unspecified)
i | 0.37 | COc1cc(OC)cc(-c2nnc(SCc3cccnc3)o2)c1
i | 0.02 | Cc1cc(C)cc(NC(=O)C2CCCN2S(=O)(=O)c2ccc3c(c2)n(C)c(=O)c(=O)n3C)c1 (stereo unspecified)
i | -0.42 | CCCc1cc(=O)[nH]c(SCC(=O)N2CCCc3ccccc32)n1
i | 1.4 | Cc1nn(-c2ccccc2)c(C)c1NC(=O)COc1ccc2ccccc2c1
i | -2.6 | CC1(C)CC(=O)C(C2C3=C(CC(C)(C)CC3=O)Oc3c(Br)cc(Br)cc32)=C(O)C1 (stereo unspecified)
i | 0.64 | O=C(NNC(=O)C1CC=CCC1)c1ccccc1Br (stereo unspecified)
i | 0.11 | COc1ccc(Cl)cc1NC(=O)Nc1cn(C)nc1C
-5.7* | -2.7 | CN1CCN(NC(=O)c2cc(-c3ccc(Br)s3)nc3ccccc23)CC1
i | -0.03 | CC(=O)c1cccc(NC(=S)NC2CCCCC2)c1
i | -0.45 | COc1cccc(CNC(=O)CSc2cc(=O)n(C)c3ccccc23)c1
i | 0.4 | COc1cc(NC(=O)c2ccc(C)cc2C)ccc1NC(=O)c1cccs1

Continued; the last 6 above are carried over.
KCNQ2 inh | Kir21 inh | mol
i | 0.64 | O=C(NNC(=O)C1CC=CCC1)c1ccccc1Br (stereo unspecified)
i | 0.11 | COc1ccc(Cl)cc1NC(=O)Nc1cn(C)nc1C
-5.7* | -2.7 | CN1CCN(NC(=O)c2cc(-c3ccc(Br)s3)nc3ccccc23)CC1
i | -0.03 | CC(=O)c1cccc(NC(=S)NC2CCCCC2)c1
i | -0.45 | COc1cccc(CNC(=O)CSc2cc(=O)n(C)c3ccccc23)c1
i | 0.4 | COc1cc(NC(=O)c2ccc(C)cc2C)ccc1NC(=O)c1cccs1
i | -2.3 | CCOc1ccc(CCNC(=O)C(C)N2C(=O)CC(C)(C)Sc3ccccc32)cc1 (stereo unspecified)
i | -1.2 | CCc1cc(=O)n2[nH]c(C)c(-c3ccccc3OC)c2n1
i | 1.2 | CC(=O)N1C(c2ccccc2)CC(=O)OC1c1ccc2c(c1)OCO2 (stereo unspecified)
i | 1.9 | COc1ccccc1NC(=O)Nc1nc2ccc(S(N)(=O)=O)cc2s1
i | -1.8 | CCC(C)c1ccc(NC(=O)Nc2cccnc2)cc1 (stereo unspecified)
i | 1 | CCN(CC(=O)Nc1cccc(S(=O)(=O)N2CCCC2)c1)CC(=O)Nc1ccccc1OC
i | 0.26 | N#CNC(=Nc1ccc(Cl)cc1)Oc1ccccc1
i | -0.27 | COc1cc(SC)ccc1C(=O)NCC1CCCCC1
i | 0.24 | CNc1ccc(Br)cc(C(=O)/C=C/c2ccc(Cl)cc2Cl)c1=O
i | -0.15 | O=c1c2ccccc2c(C=Nc2cccc(O)c2)c(O)n1-c1ccc2c(c1)OCO2
i | 2 | CCS(=O)(=O)c1nc(S(=O)(=O)c2ccc(Cl)cc2)c(N2CCN(C)CC2)s1
i | 1.1 | CC(C)N(C(=O)Cn1cc(S(=O)(=O)CC(=O)N2CCOCC2)c2ccccc21)C(C)C
i | 0.54 | Cc1ccccc1CN1CCNC1=O
i | 1.2 | CCc1ccccc1OCCCOc1ccc(OC)cc1
i | -0.61 | COc1ccc(C(CNC(=O)Nc2ccc(Cl)cc2)N2CCN(C)CC2)cc1 (stereo unspecified)
i | 0.69 | CC(NC(=O)c1ccco1)C(=O)N(C)Cc1ccc(C(F)(F)F)cc1 (stereo unspecified)
i | -1.3 | Cc1cc(-c2ccn[nH]2)c(C)s1
i | -6.4 | COc1ccc(-n2c(O)c(/C=N/NS(=O)(=O)c3ccc(C)cc3)c3ccccc3c2=O)cc1OC
i | 0.21 | COCCN(C(=O)Cc1cccs1)c1nnc(-c2cccnc2)s1
i | 0.35 | CN1CCN(C(=O)c2ccc3c(c2)N(Cc2ccccc2)CCS3)CC1
i | 0.89 | CCC(=O)Oc1oc(-c2ccccc2)nc1C=Nc1ccccc1OC
